Bioassay records from PubChem.
CFTR F508del cor – CFTR F508del correction in bronchial cells. CFBE cells, YFP halide quenching; stimulated with forskolin plus potentiator P3; % fluorescence drop versus neutral controls. activity (quench increase), % at 7.58 µM. hit rate 0.36% among 350,000;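 active means mean added fluorescence quench of at least 8% versus neutral control, with both replicates also reaching 8%; inconclusive means only one of the mean or replicate conditions met; inactive means mean below 8% and not both replicates reaching 8%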;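 further: cells transiently co-express mutant CFTR-F508del with the halide-sensitive YFP; corrector assay measuring rescue of mutant channel to the surface after 24 h compound exposure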
ARNT-TACC3 inh – disruptors of human ARNT/TACC3 interaction; Q9Y6A5; AlphaScreen His-ARNT PAS-B/GST-TACC3 binding, luminescence; TACC3 fragment carries E629A point mutation; inhibition, % at 9.99 µM; hit rate 0.66% among 390,000;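 active means mean inhibition of replicates at least 50% and at least half of replicates each reaching 50%; inconclusive means half or more replicates reach 50% but mean below 50%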;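 further: 0% = complete ARNT plus TACC3 wells and 100% = ARNT alone without TACC3; many hits fall short of the cut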
Xi reactivation – X-chromosome reactivation activator; XiGFP mouse fibroblasts, % GFP-positive cells imaging, 3 d; cells co-treated with 5-aza-dC sensitizer; scaled so ellipticine positive control = 100%; activation, % at 7.58 µM; hit rate 0.055% among 360,000; AID 743238;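 active means mean normalized replicate activation at least 10% and every replicate at or above 10%; inconclusive means only one of the two criteria met; inactive means mean below 10% and not all replicates reach 10%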;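 further: 0% = median of on-plate neutral control wells and 100% = ellipticine 6 µM median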
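assay system = SV40-immortalized XiGFP fibroblast cells, line 68-5-11 | buffer or medium = DMEM plus 5-aza-dC sensitizer | doses = single-point pinned compound dosing | times = 3-day compound exposure, then 15 min fixation at room temperature | benchmarks = positive control ellipticine, 6 µM final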
DENV2 CPE rescue – protects cells from dengue virus 2 cytopathic effect; DENV2-infected cells, cytopathic effect rescue, plate reader; CPE inhibition, % at 9.99 µM; hit rate 1.7% among 350,000; AID 651640; in the data active means CPE inhibition above about 20%, passing the limit was not always enough; inconclusive means no clear call, values can overlap the other calls; tested in BHK-21 cells;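 further: 0% = median of neutral control wells and 100% = median of positive control wells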
EWS-Fli block – inhibitors of EWS/Fli oncoprotein transcriptional activity; A673 NR0B1-luciferase reporter, viability-normalised; inhibition, % at 12.6 µM; hit rate 0.67% among 350,000; AID 651661;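 active means mean inhibition of at least 50% after viability correction, with every replicate also passing that limit; inconclusive means mean reaches 50% but only one of two replicates passes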;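 further: firefly luciferase signal divided by Alamar Blue viability fluorescence both relative to DMSO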
GSIS activator – GLuc luminescence reporter in INS-1E cells, primary screen for activators of glucose-dependent secretion of insulin; hit rate 0.61% among 370,000; AID 743287; INS-1E GLuc reporter insulin secretion, 2-3 h; activation, % at 16.6 µM;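 active means lowest replicate activation of at least 40%, so every replicate reaches that level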;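 further: 0% = median of neutral control wells and 100% = median of IBMX positive control wells; some compounds called inactive have numbers as strong as hits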
ERp5 block – inhibitors of human ERp5; Q15084; ERp5 insulin aggregation, absorbance 650 nm, 90 min; inhibition, % at 9.99 µM; hit rate 0.05% among 350,000; AID 651711;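 active means mean replicate inhibition above about 25%, with every replicate also reaching it, limit read from the data, passing the limit was not always enough; inconclusive means only one of those two criteria met; inactive means neither criterion met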
Target sequence (Q15084 whole entry, looked up): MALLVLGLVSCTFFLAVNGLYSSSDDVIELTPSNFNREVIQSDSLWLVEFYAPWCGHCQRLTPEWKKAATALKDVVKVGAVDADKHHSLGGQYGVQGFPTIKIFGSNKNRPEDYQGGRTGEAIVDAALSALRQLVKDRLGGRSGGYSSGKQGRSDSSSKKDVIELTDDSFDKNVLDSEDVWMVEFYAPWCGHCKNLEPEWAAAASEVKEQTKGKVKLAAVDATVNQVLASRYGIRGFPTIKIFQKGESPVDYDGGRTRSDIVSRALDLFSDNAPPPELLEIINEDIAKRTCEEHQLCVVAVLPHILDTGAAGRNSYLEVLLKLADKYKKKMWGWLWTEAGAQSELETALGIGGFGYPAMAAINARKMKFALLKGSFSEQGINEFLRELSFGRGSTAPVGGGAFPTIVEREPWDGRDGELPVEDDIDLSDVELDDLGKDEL
PAX8 reporter – lowers PAX8-driven luciferase in RMG-I cells; RMG-I TPO-luciferase reporter, SteadyGlo, 24 h; inhibition, % at 12.6 µM; hit rate 1.2% among 360,000;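 active means mean replicate inhibition at least 60% with every replicate also reaching 60%; inconclusive means only one of the two criteria is met; inactive means mean below 60% and not all replicates reaching 60%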;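 further: luciferase light reporting Pax8 driven TPO promoter activity; plate controls were median of neutral control wells for no effect and mitoxantrone controls for full effect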
The depositor's hits bear a star.

For CC(NC(=O)CCNS(=O)(=O)c1cccc2nonc12)c1ccccc1 (stereo not drawn) the results were CFTR F508del cor -1.3, ARNT-TACC3 inh -2, Xi reactivation 0.1, DENV2 CPE rescue 7, EWS-Fli block 2, GSIS activator -5, ERp5 block 2 and PAX8 reporter -4.
CSc1nc2sc3c(c2c(=O)[nH]1)CCc1ccccc1-3 was read as Xi reactivation 0.0, DENV2 CPE rescue 1, EWS-Fli block 7, GSIS activator -3, ERp5 block 6 and PAX8 reporter 44.
Screening CCc1nc2ccc(C(=O)Nc3cccc(NS(C)(=O)=O)c3)cn2c1N(CCC(C)C)CCN(C)C returned CFTR F508del cor -4.5, Xi reactivation 0.0, DENV2 CPE rescue -10, EWS-Fli block 5, ERp5 block 2 and PAX8 reporter -6.
Screening CCOC(=O)N1CCN(Cc2nc(N)nc(Nc3ccc(OC)cc3)n2)CC1 returned CFTR F508del cor 0.1, ARNT-TACC3 inh 15, DENV2 CPE rescue -4, EWS-Fli block -2, GSIS activator 2 and ERp5 block -2.
`Cc1ccnc2nc(C(=O)OCC(=O)c3ccc(NC(=O)CC(C)C)cc3)nn12` gave CFTR F508del cor -4.0, ARNT-TACC3 inh -8, Xi reactivation 0.2, DENV2 CPE rescue 18, EWS-Fli block 0, GSIS activator -6, ERp5 block -5 and PAX8 reporter 11.
For Cc1cccc(N(CC(=O)NC2CCCC2)C(=O)c2nsc(Cl)c2Cl)c1C the results were CFTR F508del cor 0.5, Xi reactivation 0.0, DENV2 CPE rescue -2, EWS-Fli block -2, GSIS activator -21, ERp5 block -1 and PAX8 reporter -8.
For CCCN(CC(=O)Nc1ccccc1C)C(=O)c1cc(=O)[nH]c2ccccc12 the results were CFTR F508del cor 0.4, ARNT-TACC3 inh 1, Xi reactivation 0.2, DENV2 CPE rescue 4, EWS-Fli block 3, GSIS activator -5, ERp5 block 8 and PAX8 reporter 22.
For Cc1coc2c(C)c3oc(=O)c(CCC(=O)NCCN4CCOCC4)c(C)c3cc12 the results were CFTR F508del cor 0.4, ARNT-TACC3 inh -2, DENV2 CPE rescue inconclusive, EWS-Fli block 7, GSIS activator -1 and ERp5 block -6.
Screening COc1ccccc1N1CCN(c2nc(C)cc(C)c2C#N)CC1 returned CFTR F508del cor 0.1, ARNT-TACC3 inh -5, Xi reactivation 0.1, DENV2 CPE rescue 1, EWS-Fli block 3, GSIS activator 7, ERp5 block 2 and PAX8 reporter 20.
`CC(C)C#Cc1ccc2c(c1)O[C@H](CN(C)Cc1cccnc1)[C@H](C)CN([C@@H](C)CO)S2(=O)=O` gave CFTR F508del cor 3.8, ARNT-TACC3 inh -1, Xi reactivation -0.9, DENV2 CPE rescue -8, EWS-Fli block 3, GSIS activator -15 and ERp5 block -11.
`CN(Cc1ccccc1)C(=O)Cn1nnc(-c2ccccc2)c1COc1ccccc1` gave CFTR F508del cor -1.4, Xi reactivation 0.2, DENV2 CPE rescue -13, EWS-Fli block 3, GSIS activator -24, ERp5 block 5 and PAX8 reporter 24.
`C[C@@H]1CN([C@H](C)CO)S(=O)(=O)c2ccc(C#C[C@@H](C)O)cc2O[C@@H]1CN(C)C(=O)c1ccncc1` gave CFTR F508del cor -0.4, ARNT-TACC3 inh -6, Xi reactivation -1.2, DENV2 CPE rescue 0, EWS-Fli block -24, GSIS activator 18, ERp5 block 2 and PAX8 reporter 4.
Screening C[C@@H]1CCCCO[C@H](CN(C)Cc2ccncc2)[C@H](C)CN([C@H](C)CO)C(=O)c2cc(NS(C)(=O)=O)ccc2O1 returned CFTR F508del cor -1.5, Xi reactivation 0.0, EWS-Fli block -2, GSIS activator 1 and PAX8 reporter -1.
O=C(C1CC1)N1CC[C@@H]2[C@H]1c1cc(-c3ccc(F)cc3)ccc1N[C@@H]2CO was read as CFTR F508del cor -0.4, ARNT-TACC3 inh 14, Xi reactivation 0.1, DENV2 CPE rescue 122*, EWS-Fli block 0, GSIS activator 5 and PAX8 reporter -26.
For CCOC(=O)C1CCCN(C2=NC(=O)/C(=C/c3ccc(O)c(OCC)c3)S2)C1 (stereo not drawn) the results were CFTR F508del cor 0.8, ARNT-TACC3 inh 2, Xi reactivation 0.0, DENV2 CPE rescue -1, EWS-Fli block 14, GSIS activator 35, ERp5 block 6 and PAX8 reporter -1.
`CN(C(=O)C1CCC(=O)N(Cc2ccccc2F)C1)C1CCOCC1` (stereo not drawn) gave CFTR F508del cor -0.4, ARNT-TACC3 inh -2, Xi reactivation 0.1, DENV2 CPE rescue 2, GSIS activator 3 and ERp5 block 3.
Screening COc1ccc(-c2cc(C(=O)N3CCCC3)c3ccccc3n2)cc1 returned CFTR F508del cor -1.3, ARNT-TACC3 inh 1, Xi reactivation 0.0, DENV2 CPE rescue 8, GSIS activator 23, ERp5 block 7 and PAX8 reporter -38.
For CC(=O)c1ccc(NC(=O)C2CCN(S(=O)(=O)c3ccc4c(c3)N(C(C)=O)CCO4)CC2)cc1 the results were CFTR F508del cor 3.3, ARNT-TACC3 inh 0, Xi reactivation 0.0, DENV2 CPE rescue -1, EWS-Fli block 5, GSIS activator 15, ERp5 block -11 and PAX8 reporter 11.
`CN1CCN(C(=O)/C=C/c2ccc([N+](=O)[O-])cc2)CC1` gave ARNT-TACC3 inh 3, Xi reactivation 0.1, DENV2 CPE rescue -1, EWS-Fli block 5, GSIS activator 21, ERp5 block 4 and PAX8 reporter -14.
CNC[C@@H]1Oc2ccc(NS(=O)(=O)c3cn(C)cn3)cc2C(=O)N([C@H](C)CO)C[C@@H]1C was read as CFTR F508del cor -3.4, ARNT-TACC3 inh 0, Xi reactivation -0.7, DENV2 CPE rescue -1, EWS-Fli block -9, GSIS activator 1, ERp5 block 2 and PAX8 reporter -29.
Screening Cc1cccc(OCc2nnc(SCC(=O)c3cccs3)n2C)c1C returned CFTR F508del cor -0.3, ARNT-TACC3 inh -10, DENV2 CPE rescue 5, EWS-Fli block 4, GSIS activator -46 and ERp5 block 3.
Screening CCOc1ccccc1NC(=S)N1CCCCCC1 returned CFTR F508del cor -4.1, ARNT-TACC3 inh 0, Xi reactivation 0.3, DENV2 CPE rescue -5, EWS-Fli block 4, GSIS activator 3, ERp5 block -7 and PAX8 reporter 0.
For Cc1ccc(CNC(=O)C2CCN(S(=O)(=O)c3ccc4c(c3)CC(C)N4C(=O)C3CC3)CC2)cc1 (stereo not drawn) the results were CFTR F508del cor 1.5, ARNT-TACC3 inh 3, Xi reactivation 0.0, DENV2 CPE rescue 0, EWS-Fli block 9, GSIS activator -27, ERp5 block -7 and PAX8 reporter 22.
`O=C(C[C@H]1CC[C@@H]2[C@H](COC[C@@H](O)CN2Cc2ccc(Oc3ccccc3)cc2)O1)N1CCCCC1` gave CFTR F508del cor -2.0, ARNT-TACC3 inh 4, Xi reactivation -0.1, DENV2 CPE rescue 6, EWS-Fli block 6, GSIS activator -13, ERp5 block 1 and PAX8 reporter 8.
Screening CN1CCN(c2ncnc3c2ncn3[C@H]2CN(Cc3ccc4c(c3)OCO4)C[C@@H](CO)O2)CC1 returned CFTR F508del cor -3.4, Xi reactivation 0.2, DENV2 CPE rescue 14, EWS-Fli block -12, GSIS activator 25, ERp5 block 4 and PAX8 reporter -2.
`Cc1ccc(S(=O)(=O)N(Cc2ccccc2)c2ccccc2C(=O)Nc2ccccc2C(=O)NCc2ccco2)cc1` gave CFTR F508del cor 1.7, ARNT-TACC3 inh 3, Xi reactivation 0.1, DENV2 CPE rescue 0, EWS-Fli block 7, GSIS activator -22, ERp5 block 0 and PAX8 reporter -1.
`CCCCN1CCNC[C@@H]1Cc1ccc(O)cc1` gave CFTR F508del cor -0.5, ARNT-TACC3 inh 29, Xi reactivation 0.2, DENV2 CPE rescue -9, EWS-Fli block 12, GSIS activator -3, ERp5 block -1 and PAX8 reporter 9.
Screening O=c1oc(CCCO)cc2ccccc12 returned CFTR F508del cor -0.3, ARNT-TACC3 inh 10, Xi reactivation 0.0, DENV2 CPE rescue 8, EWS-Fli block 3, GSIS activator 9, ERp5 block 8 and PAX8 reporter -9.
`CCCN(CC(=O)Nc1ccc(F)c(F)c1F)C(=O)C1=COCCO1` gave CFTR F508del cor 1.3, ARNT-TACC3 inh -5, Xi reactivation 0.0, DENV2 CPE rescue -5, EWS-Fli block -3, GSIS activator 0 and ERp5 block -2.
`CCCCOc1ccc(C(=O)Oc2ccc(C)nc2)cc1` gave CFTR F508del cor -0.2, ARNT-TACC3 inh 1, DENV2 CPE rescue -1, EWS-Fli block 6, GSIS activator -5 and ERp5 block 6.
For CNc1nc(NC#N)nc(SC)n1 the results were CFTR F508del cor -0.7, ARNT-TACC3 inh 7, Xi reactivation 0.1, DENV2 CPE rescue -4, EWS-Fli block -36, GSIS activator 24, ERp5 block 0 and PAX8 reporter 9.
`CCOc1ccc(C(C(=O)NCC2CCCO2)N(Cc2cccs2)C(=O)c2snc(C(N)=O)c2N)cc1` (stereo not drawn) gave CFTR F508del cor 1.7, ARNT-TACC3 inh 1, Xi reactivation 0.0, DENV2 CPE rescue inconclusive, EWS-Fli block -2, GSIS activator 6, ERp5 block 0 and PAX8 reporter -6.
For COc1ccc(-c2ccccc2[C@H]2[C@@H](CO)N(C(=O)C3CCC3)[C@H]2C#N)cc1 the results were CFTR F508del cor 2.6, Xi reactivation 0.2, DENV2 CPE rescue 70*, EWS-Fli block 4, GSIS activator -11, ERp5 block -3 and PAX8 reporter 5.
Screening Cc1noc(C)c1NC(=O)N(C)C[C@@H]1OCCCC[C@@H](C)Oc2ccc(NC(=O)Nc3cccc4ccccc34)cc2C(=O)N([C@@H](C)CO)C[C@H]1C returned CFTR F508del cor -4.2, ARNT-TACC3 inh -9, Xi reactivation -0.9, DENV2 CPE rescue 14, EWS-Fli block -9, GSIS activator 0 and PAX8 reporter 2.
CO[C@@H]1CN(C)C(=O)c2cc(NC(C)=O)ccc2OC[C@@H](C)N(C(=O)c2ccc(F)cc2)C[C@@H]1C was read as CFTR F508del cor -0.8, ARNT-TACC3 inh -3, Xi reactivation 0.1, DENV2 CPE rescue -3, EWS-Fli block 3, GSIS activator 5 and ERp5 block -4.
For CCn1nc(NS(=O)(=O)c2ccc(NC(C)=O)cc2)c2cc3ccccc3nc21 the results were CFTR F508del cor -2.4, ARNT-TACC3 inh -5, Xi reactivation 0.3, DENV2 CPE rescue -4, EWS-Fli block 15, GSIS activator -1, ERp5 block -9 and PAX8 reporter -2.
`CCC(=O)N(C)C[C@@H]1Oc2cc(C#CC3CC3)ccc2S(=O)(=O)N([C@H](C)CO)C[C@H]1C` gave CFTR F508del cor 0.3, ARNT-TACC3 inh 0, Xi reactivation -0.8, DENV2 CPE rescue 0, EWS-Fli block 8, GSIS activator -2 and ERp5 block 0.

In the list so far, these contain an NH in an aromatic ring:
CSc1nc2sc3c(c2c(=O)[nH]1)CCc1ccccc1-3 was read as Xi reactivation 0.0, DENV2 CPE rescue 1, EWS-Fli block 7, GSIS activator -3, ERp5 block 6 and PAX8 reporter 44.
For CCCN(CC(=O)Nc1ccccc1C)C(=O)c1cc(=O)[nH]c2ccccc12 the results were CFTR F508del cor 0.4, ARNT-TACC3 inh 1, Xi reactivation 0.2, DENV2 CPE rescue 4, EWS-Fli block 3, GSIS activator -5, ERp5 block 8 and PAX8 reporter 22.
